# Source: PubChem BioAssay (National Center for Advancing Translational Sciences (NCATS))
# CBFb-RUNX1 inh: inhibitors of human CBF-beta and RUNX1 interaction. Q01196+Q13951. AlphaScreen CBFb-His/RUNX1-biotin binding, biochemical. AID 1477. 230,000 tested, under 10 active. Potency, µM (highest dose often 59.8 µM), inactives show at the highest dose activity, negative = inhibition, most hits filed as inhibitors; also: % of control where 0% means no effect
# Target sequence (Q01196 whole entry, looked up): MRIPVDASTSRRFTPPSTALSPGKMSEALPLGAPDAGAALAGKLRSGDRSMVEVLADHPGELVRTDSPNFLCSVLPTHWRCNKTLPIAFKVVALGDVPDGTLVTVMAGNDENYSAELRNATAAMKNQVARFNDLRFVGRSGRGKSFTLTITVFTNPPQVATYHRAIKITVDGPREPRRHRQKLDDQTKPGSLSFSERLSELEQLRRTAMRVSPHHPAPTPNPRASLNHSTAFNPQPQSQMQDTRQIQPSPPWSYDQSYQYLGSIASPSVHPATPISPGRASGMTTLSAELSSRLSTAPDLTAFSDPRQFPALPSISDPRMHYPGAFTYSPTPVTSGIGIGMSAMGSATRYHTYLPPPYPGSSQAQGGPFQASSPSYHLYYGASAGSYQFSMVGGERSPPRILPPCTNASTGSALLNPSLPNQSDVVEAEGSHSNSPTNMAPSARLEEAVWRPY
# Target sequence (Q13951 whole entry, looked up): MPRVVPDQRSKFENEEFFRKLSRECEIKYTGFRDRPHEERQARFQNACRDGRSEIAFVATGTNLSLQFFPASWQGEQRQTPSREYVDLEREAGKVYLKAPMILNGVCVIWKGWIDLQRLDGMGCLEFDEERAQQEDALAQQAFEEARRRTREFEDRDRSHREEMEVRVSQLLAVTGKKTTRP
#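 His-tagged CBF-beta and biotinylated RUNX1 (30 nM each) were premixed 20 min at room temperature, exposed to compound for 15 min, then given nickel-chelate and streptavidin AlphaScreen beads (50 ng each). After 90 min, AlphaScreen signal was read.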
# HTT ATP protect: Huntington cell model cytoprotection by ATP luminescence. 230,000 compounds, 0.14% hits. PC12 HTT-Q103 induced, cytoprotection, ATP luminescence, 40 h. Potency, µM (doses to about 56.4 µM), for inactives: cytoprotection (ATP increase), actives largely listed as activators;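 also: potency is read from the fitted curve at half-maximal effect; % of control where 0% means no effect; nearly all actives have a fitted effect of over 45% in size; toxic huntingtin expression switched on by the ecdysone agonist tebufenozide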
#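 PC12 cells with ecdysone-inducible HTT exon 1 Q103-GFP, induced with 100 nM tebufenozide and co-treated with library compounds in a dose series (1536-well, 1500 cells/well). Cytoprotection read as ATP content by ATPlite luminescence.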
# GAA spleen mod: inhibits or activates alpha-glucosidase in human spleen homogenate; human spleen homogenate, 4-MU-alpha-glucoside fluorescence; Potency, µM (doses to about 79.9 µM), without a hit: at the top dose activity change, negative = inhibition, actives largely listed as inhibitors; 240,000 compounds, 0.006% hits;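 also: potency is read from the fitted curve at half-maximal effect; 0% = enzyme with vehicle and -100% = no enzyme basal signal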
#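 Human spleen homogenate (1 ug) incubated with compounds and 1 mM 4-methylumbelliferyl-alpha-D-glucopyranoside in pH 5.0 citrate/phosphate buffer, 37 C, 40 min. Stopped at pH 10; 4-MU fluorescence (Ex 365/Em 440 nm); AC50 by Hill fit.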
# HTT aggregate: inhibitors of mutant huntingtin aggregate formation in PC12 cells. PC12 HttQ103-GFP aggregates, Acumen cytometry, 40 h. Potency, µM (titrated, usually from 46.1 µM), inactives show at the highest dose activity change, negative = inhibition, usual class: inhibitors. 220,000 compounds, 1.1% hits; also: potency is read from the fitted curve at half-maximal effect; % is scaled to controls: 0 for no effect and ±100 for the full control effect; nearly all actives have a fitted effect of over 60% in size
#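 Steps: seed 1500 PC12 HTTQ103-GFP cells/well; add tebufenozide, 100 nM final; add compound titration; add ATPLite reagent; quantify GFP aggregates by laser scanning cytometry.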
# GAA inhib: blocks human lysosomal alpha-glucosidase; 200,000 compounds, 0.005% hits; AID 1466; Potency, µM (titrated, usually from 76.9 µM), for the others: top-dose activity change, negative = inhibition, usual class: inhibitors; purified human GAA, 4-MU-alpha-glucoside fluorescence;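 also: potency is read from the fitted curve at half-maximal effect; plate controls were uninhibited enzyme wells for no effect and no-enzyme background for full effect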
#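 Human alpha-glucosidase, 4 nM, pre-mixed with test compounds before 400 uM 4-methylumbelliferyl substrate; 20 min room temperature at pH 5.0. Fluorescence read after pH 10 stop; AC50 values from Hill-equation fits.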
# GAA glycogen mod: inhibitors or activators of human alpha-glucosidase glycogen cleavage | P10253 | recombinant GAA, glycogen substrate, Amplex Red glucose oxidase fluorescence | Potency, µM (top dose mostly 76.4 µM), inactives show at the highest dose activity change, negative = inhibition, hits mostly inhibitors | 300,000 compounds, 0.38% hits | AID 2100;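 also: potency is read from the fitted curve at half-maximal effect; 0% = full enzyme reaction and -100% = no-enzyme basal signal; the screen sought inhibitors and activators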
#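 Recombinant human enzyme (4 nM); glycogen substrate; 37 C, 40 min, pH 5.0. Readout: coupled glucose oxidase/Amplex Red fluorescence.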
# Lamin A splicing: modulators of lamin A splicing. 200,000 compounds, 0.01% hits. AID 1487. HeLa LMNA splicing GFP/RFP minigene ratio, 48 h. Potency, µM (series often up to 46.1 µM), for inactives: at the top dose ratio change, negative = inhibition, most hits filed as inhibitors; active = well fitted inhibition curve with a large enough effect in the signal ratio, with a control signal flat, not every such curve was filed as active; inconclusive = small, poorly fitted or top-dose-only effect, or effect the other way, or a change in a side signal; the % refers to the signal ratio; also: potency is read from the fitted curve at half-maximal effect; % is scaled to controls: 0 for no effect and ±100 for the full control effect
#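 S3 HeLa stable clones carrying a lamin A-EGFP splicing minigene plus DsRed2 were seeded at 600 cells/well in Opti-MEM with 2% FBS, pin-dosed and incubated 48 h at 37°C. Acumen cytometry (488 nm) gave the GFP/RFP total-intensity ratio.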
# * hit, by the source's call; ? = inconclusive; . = not tested or not shown; [ ] = dose if it differs, or a comment. Unless noted, calls follow the shape of the dose curve; as a rule, active = well fitted curve in the direction sought with a large enough effect; inconclusive = small, poorly fitted or top-dose-only effect, or another doubt; inactive = no such curve, though single readings can be large; an effect the other way counts as inactive or inconclusive.
# The opening 4 compounds, to show the layout:
SMILES,CBFb-RUNX1 inh,HTT ATP protect,GAA spleen mod,HTT aggregate,GAA inhib,GAA glycogen mod,Lamin A splicing
CC1CC(C)CN(C(=O)CSc2nc(N)cc(=O)[nH]2)C1 (stereo not drawn),-25.5%,.,-1.5%,11.4%,4.7%,29.0%,.
CC12CCC(C(=O)Nc3cc(F)ccc3F)(CC1=O)C2(C)C (stereo not drawn),2.8%,-0.2%[10 µM],-1.2%,5.5%,0.6%,-6.1%,?
Cc1cccc(-c2nnc3sc(-c4ccccc4)nn23)c1,9.9%,-25.5%[0.074 µM],0.9%,-10.0%,-2.3%,4.5%,-1.1%
Cc1cccc(NC(=S)/N=C(\N)Nc2nc(C)c3cc(C)ccc3n2)c1,-12.7%,-12.8%[10 µM],-2.9%,-29.2%,-0.5%,-20.0%,?

# This part in full, repeating the preview:
SMILES,CBFb-RUNX1 inh,HTT ATP protect,GAA spleen mod,HTT aggregate,GAA inhib,GAA glycogen mod,Lamin A splicing
CC1CC(C)CN(C(=O)CSc2nc(N)cc(=O)[nH]2)C1 (stereo not drawn),-25.5%,.,-1.5%,11.4%,4.7%,29.0%,.
CC12CCC(C(=O)Nc3cc(F)ccc3F)(CC1=O)C2(C)C (stereo not drawn),2.8%,-0.2%[10 µM],-1.2%,5.5%,0.6%,-6.1%,?
Cc1cccc(-c2nnc3sc(-c4ccccc4)nn23)c1,9.9%,-25.5%[0.074 µM],0.9%,-10.0%,-2.3%,4.5%,-1.1%
Cc1cccc(NC(=S)/N=C(\N)Nc2nc(C)c3cc(C)ccc3n2)c1,-12.7%,-12.8%[10 µM],-2.9%,-29.2%,-0.5%,-20.0%,?
CCCSc1nc2c(cnn2-c2ccccc2)c(=O)[nH]1,5.7%,-13.5%,4.3%,-3.2%,-0.2%,-3.9%,10.5%
O=c1c(-c2cccs2)nc2cncnc2n1Cc1ccccc1,.,-0.8%,-6.9%,.,.,.,7.7%
CCCOc1ccc2c(=O)c(-c3cc(C(=O)OC)oc3C)c(C)oc2c1,-2.3%,3.9%,0.8%,7.1%,5.1%,-15.9%,0.0%
COC(=O)c1ccccc1NC(=O)c1ccc(-c2cccc(Cl)c2)o1,4.9%,7.1%,-5.3%,-7.3%,5.1%,5.5%,2.7%
CCN(CC)c1ccc(N=Cc2ccc(N(CC)CC)cc2O)cc1,?,-23.3%,-5.8%,-5.2%,-9.4%,11.2%,?
CCCNS(=O)(=O)c1ccc(CCC(=O)Nc2ccc3c(c2)OCO3)cc1,8.7%,-6.7%[10 µM],-5.9%,-11.6%,-7.2%,-2.7%,?
Cc1cc(C(=O)O/N=C(\N)c2ccc(C(C)(C)C)cc2)no1,15.4%,1.8%[10 µM],0.1%,2.8%[9.22 µM],-6.0%,6.1%,.
O=C1c2cccc3cccc(c23)C(=O)N1Nc1ccccc1,12.9%,-6.9%[10 µM],0.1%,-1.7%[9.22 µM],9.2%,3.8%,.
COc1ccc(N2CS(=O)(=O)/C(=C/N(C)C)C2=O)cc1,-4.9%,-15.4%,0.8%,-0.8%,-5.5%,2.9%,-2.2%
Cc1ccc(NC(=O)c2sc(N)nc2-c2ccc([N+](=O)[O-])cc2)cc1C,3.7%,-1.0%[10 µM],2.0%,-10.1%[9.22 µM],-4.5%[15.4 µM],7.0%,.
O=C(NC1CCCCCCC1)C1CCN(S(=O)(=O)N2CCCC2)CC1,9.7%,-6.3%[0.074 µM],-4.5%,-28.2%,-4.3%,1.2%,10.5%
COc1ccc(OC)c(Nc2cc(-c3ccccc3)nc(N)n2)c1,-8.4%,-113.2%[inhibitor][10 µM],-21.4%,1.26µM*,-6.0%,-4.8%,?
CC(=O)c1cccc(NC(=O)CN(c2ccccc2F)S(C)(=O)=O)c1,1.5%,25.5%,-0.6%,6.0%,-10.9%,1.5%,5.6%
CCOc1ccccc1OCC(=O)Nc1ccc(S(=O)(=O)N(C)C)cc1,-0.4%,-19.7%,-0.1%,-11.3%,-3.3%,-6.1%,13.9%
CC(=O)Nc1ccc(SCC(=O)c2cc(C)n(C)c2C)cc1,-1.8%,-3.1%,-3.8%,-7.0%,-2.3%,5.3%,-10.0%
O=C(CCC(=O)c1ccccc1)NCCOc1ccccc1,0.6%,-47.7%[inhibitor][1.9 µM],-13.1%,12.7%[9.22 µM],8.3%,-3.3%,14.8%[46 µM]
CN(C)S(=O)(=O)c1cc(NC(=O)COC(=O)Cc2ccc(Cl)cc2Cl)ccc1Cl,5.3%,.,1.5%,31.0%,-7.7%,6.0%,8.6%
Cc1cc(C(=O)CCl)c(C)n1-c1cccc(S(=O)(=O)N2CCOCC2)c1,1.6%,-256.2%[inhibitor],-2.8%,?,6.4%,11.0%,?
CCCC(=O)Nc1ccc(C(=O)NCc2ccccn2)cc1,7.9%,.,-2.6%,-0.7%,3.9%,25.2%,.
CCN1CCCc2cc(CN(CCN3CCOCC3)C(=S)Nc3ccc(OC)c(Cl)c3)ccc21,-9.4%,.,6.3%,8.1%,-7.1%,?,.
Cc1ccc(S(=O)(=O)Nc2nc(C)c(C(=O)NN)s2)cc1,-8.9%,-10.1%[10 µM],6.4%,-2.3%[9.22 µM],.,31.6µM*,.
O=C(CSc1ccccn1)N/N=C/c1ccccc1[N+](=O)[O-],?,22.0%[10 µM],-0.4%,-12.4%,-0.3%,11.2%,-7.3%
C/C(Cc1nnn(-c2cc(C)on2)n1)=N\O,-1.2%,-0.6%[10 µM],0.0%,-3.0%[9.22 µM],.,5.5%,.
Cn1c(N/N=C/c2ccccc2)nc2sc3c(c2c1=O)CCC3,-17.6%,-19.1%,-7.5%,-2.4%,-8.1%,?,6.8%
Cc1ccc(O)c(NC(=S)NC(=O)CC(C)C)c1,0.6%,-8.9%[10 µM],3.9%,-20.7%,1.1%,?,-2.2%
Cc1ccc(-n2c(SCC(=O)Nc3cccc(S(N)(=O)=O)c3)nc3ccccc32)cc1,10.2%,23.1%[10 µM],-0.8%,8.6%,-5.6%,-14.0%,?
c1ccc2c(c1)oc1c(Nc3ccc4c(c3)OCO4)ncnc12,-2.4%,-29.4%,-2.1%,-14.1%,4.3%,-0.2%,13.4%
COc1ccc(C(=O)O/N=C(\N)Cc2ccc([N+](=O)[O-])cc2)c(OC)c1,-5.0%,31.6%[10 µM],1.3%,25.5%[9.22 µM],.,3.0%,.
CC(=O)c1ccc(C(C)(C)c2ccc(C(C)=O)s2)s1,0.9%,-1.0%,-4.4%,2.2%[9.22 µM],-4.1%,-10.1%,?
Cc1oc(-c2ccccc2F)nc1CS(=O)(=O)CC(=O)NCCN(C)C1CCCCC1,-9.1%,-3.3%,10.9%,5.2%,?,-11.5%,-2.6%
Cc1cc(CSc2ccccc2)ccc1NC(=O)COc1ccccc1,8.6%,-45.1%[inhibitor],-8.2%,-7.9%,-4.6%,0.0%,5.5%
CCc1ccc(N2CCN(C(=O)N3CCOCC3)CC2)cc1,2.4%,0.6%,-5.8%,0.0%[9.22 µM],13.0%,6.9%,-4.7%[46 µM]
CCC1=C2CC[C@H]3C(=O)NC(=O)[C@H]3[C@H]2[C@@]2(C)C(=NCCc3c[nH]c4ccccc34)OC(=O)N2C1=O,-0.3%,15.7%,-4.2%,.,.,.,.
COc1cccc(CNCCOCCO)c1OC,11.4%,-27.1%[0.074 µM],4.8%,11.1%,-7.5%,5.3%,9.9%
Cc1ccccc1N1CCN(Cc2nc(Cc3ccccc3)no2)CC1,9.2%,.,0.0%,.,11.6%,3.0%,5.8%[46 µM]
CC(C)(C)C(=O)COC(=O)c1cc(-c2cccnc2)nc2ccccc12,-5.0%,3.1%[10 µM],-7.0%,15.1%,-3.4%,-1.4%,11.5%[46 µM]
CCOC(=O)C1CCN(C(=O)c2cc(OCC)c(OCC)c(OCC)c2)CC1,0.6%,1.2%,-1.1%,-10.1%,?,-2.4%,-0.5%
COc1cccc(Sc2ccccc2CN(C)C)c1,1.1%,-22.6%,-5.6%,-6.5%,-4.0%,6.5%,-2.0%
O=C(CCCN1C(=O)c2ccccc2C1=O)NCCN1C(=O)S/C(=C\c2cccs2)C1=O,-0.2%,-17.1%[10 µM],-1.7%,-9.8%,6.8%,-9.3%,1.1%
COc1cccc(/C=N/NC(=O)CN2CC(c3ccccc3)CC2=O)c1OC (stereo not drawn),1.2%,?,1.0%,?,0.2%,-2.3%,-8.3%
CC(=O)Oc1ccc(NC(=O)CSc2ccccc2)cc1,-13.4%,-6.2%[0.074 µM],-2.1%,?,3.6%,2.6%,-8.3%
S=c1[nH]nc(CNc2ccc(Cl)cc2)n1Cc1ccccc1,-11.3%,5.5%[10 µM],0.8%,12.2%[9.22 µM],?,-21.0%,3.3%[46 µM]
Cc1cc(CNC(=O)c2cc(COc3c(F)cccc3F)on2)nn1C,0.1%,20.7%[10 µM],3.1%,-0.3%[9.22 µM],-3.8%,17.9%,-11.7%[46 µM]
O=C1CCC(=O)N1c1ccc(-c2nc3sc4c(c3c(=O)o2)CCC4)cc1,23.7%,1.3%[10 µM],-2.9%,-7.9%[9.22 µM],.,8.2%,.
Cc1ccc(-c2ccc(=O)n(CC(=O)NCCCN3CCCCC3)n2)cc1,-14.6%,-12.7%,0.2%,3.6%,12.0%,-0.4%,13.6%
CCOC(=O)C1NN=C(C(=O)c2ccc(C)cc2)C1c1ccc(C)cc1 (stereo not drawn),7.7%,.,-10.3%,19.3%,-4.1%,5.4%,7.6%
Cn1c(SCC(=O)N2CCc3ccccc3C2)nnc1-c1ccncc1,-2.0%,13.4%[10 µM],3.0%,-1.3%,4.8%,1.8%,6.8%
COc1ccc(C2=NOC(C(=O)N3CCCc4ccccc43)C2)cc1 (stereo not drawn),-11.8%,-22.8%,4.1%,-2.8%,-4.6%,0.1%,-2.8%
N#Cc1cc(NC(=O)c2ccc(F)cc2)c(=O)n2c1[nH]c1ccccc12,-2.8%,-161.8%[inhibitor],-5.5%,14.1µM*,5.9%,-7.3%,?
COc1ccc(CCNC(=O)CC2Oc3ccc(Cl)cc3NC2=O)cc1OC (stereo not drawn),5.1%,-8.7%,4.3%,10.8%,-2.8%,11.6%,3.6%
CCC1=[N+](CC(=O)c2ccc(C)cc2)CCn2cccc21,-9.6%,.,1.5%,.,8.4%,-12.8%,?
